ERK EGF block: blocks ERK signaling stimulated by EGF; HEK293-V1b, EGF-stimulated phospho-ERK AlphaScreen; Potency, µM (titrated, usually from 11.5 µM), without a hit: at the top dose activity change, negative = inhibition, usual class: inhibitors; actives 0.41% (n = 130,000); AID 1454; active means well fitted inhibition curve with a large enough effect; inconclusive means small, poorly fitted or top-dose-only effect, or effect the other way;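 further: plate controls were stimulated vehicle wells for no effect and unstimulated vehicle basal for full effect; nearly all actives have a fitted effect of over 55% in size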
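Compounds are titrated over HEK293-V1b cells kept overnight in 1% FBS. After 30 min at 37C, EGF (25 nM final) triggers ERK phosphorylation for 5 min, measured by AlphaScreen in lysates.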
Active calls of the source: *; ? = inconclusive; [ ] = dose if it differs, or a comment. Potency means the concentration at half of the fitted maximal effect.

SMILES	ERK EGF block
Cc1nn(Cc2ccccc2)c(Cl)c1/C=C/C(=O)OC(C(=O)NC(N)=O)C(C)C (stereo unspecified)	-2%
CC(=O)Nc1cccc(NC(=O)CSc2nc3ccccc3o2)c1	13%
Cc1c(O)ccc(NS(=O)(=O)c2ccccc2)c1C	2%
O=c1[nH]nc(-c2ccc(F)cc2)cc1Cc1ccc(F)cc1	-5%[57.5 µM]
Cc1cc(C(F)(F)F)nn1Cc1n[nH]c(=S)n1-c1ccc(F)cc1	-8%
CNCC(O)Cn1c2c(c3ccccc31)CCCC2 (stereo unspecified)	?
O=C1OCC2=C1C(c1ccc(F)cc1)CC(=O)N2c1ccc(F)cc1 (stereo unspecified)	-2%
CCCCc1ccc(-c2csc(/C(C#N)=C\c3ccco3)n2)cc1	2%
N#Cc1c(NC(=O)c2cnccn2)sc2c1CCCC2	7%
Fc1ccc(C2CCCN2Cc2nc(Cc3ccccc3)no2)cc1 (stereo unspecified)	-13%
Cc1ccc(Cn2c(=N)n(CC(=O)c3ccc([N+](=O)[O-])cc3)c3ccccc32)cc1	2%
Cc1cc(C)c(C(=O)COC(=O)c2cccc(S(=O)(=O)NCc3ccccc3)c2)cc1C	-3%
CC(C)C(C(=O)OCC(=O)c1ccccc1)N1C(=O)C2C3C=CC(C3)C2C1=O (stereo unspecified)	-1%
CCOC(=O)c1ccc(NC(=S)N(CCCN2CCN(CC)CC2)Cc2cccs2)cc1	24%
Cc1ccc2cc(C#N)c(NCc3ccccc3)nc2c1	6%
CCCN(CCC)c1ccc(C(O)c2nnc(-c3ccccc3)o2)cc1 (stereo unspecified)	-7%
Cc1ccccc1NC(=O)CSc1nc2ccccc2c2nc(CCn3cncc3C)nn12	4%
Oc1[nH]c2ccc(Br)cc2c1N=Nc1nn[nH]n1	-2%[57.5 µM]
COc1cccc(-c2nn(-c3ccccc3)cc2CN(C)Cc2ccon2)c1	0%
NC(=O)[C@@H]1CCCNc2c(F)cc([N+](=O)[O-])cc2C(=O)N[C@@H](CO)C(=O)N[C@@H](Cc2ccc(O)cc2)C(=O)N1	-4%
Cc1ccc2c(c1)COc1c3ccc(C(=O)N4CCOCC4)cc3nn1-2	-3%[57.5 µM]
CSc1cc(-c2ccc(Cl)cc2)[nH]c(=O)c1C#N	8%
O=C(NCCc1c[nH]c2ccccc12)C(=O)NCC1OCCCN1S(=O)(=O)c1cc(F)ccc1F (stereo unspecified)	5%
CCC(=O)N(Cc1ccco1)C1CC(=O)N(c2ccccc2)C1=O (stereo unspecified)	-9%
CC1CCCCN1C(=O)C(Cc1ccccc1)N1C(=O)C2CCCCC2C1=O (stereo unspecified)	-3%
(listing goes on)
SMILES	ERK EGF block
CCCOC1OC(=O)c2c1ccc(OC)c2OC (stereo unspecified)	2%
CCCCc1cc2c(cn1)=C(OC(=O)c1cnc3ccccc3n1)C(C)(OC(=O)CC)C(=O)C=2 (stereo unspecified)	3%[57.5 µM]
O=C(c1ccc(Cn2c(=S)[nH]c3cc4c(cc3c2=O)OCO4)cc1)N1CCN(c2ccccc2)CC1	-11%
CC(C)N(C(=S)NC1CCCCC1)c1ccccc1	-8%
Fc1ccccc1Nc1nc(NCc2ccco2)nc(N2CCOCC2)n1	0%
COCCCNCCOc1ccccc1-c1ccccc1	1%
CCn1cc(C(=O)N2CCN(c3ccc([N+](=O)[O-])cc3)CC2)c(=O)c2ccc(C)nc21	-16%
CCC(C)NC(=O)Cn1nc(C(F)(F)F)c2c1CCCC2 (stereo unspecified)	-3%
Cc1ccccc1NC(=S)N(Cc1cccs1)C1CCCCC1	1%
COCCCNC(=O)Cn1cnc2sc(C)c(S(=O)(=O)N3CCN(c4ncccn4)CC3)c2c1=O	?
O=c1c(C(c2ccc(Cl)cc2)c2c(O)nc3n(c2=O)CCS3)c(O)nc2n1CCS2	-5%[57.5 µM]
Cc1ccc(CN2CCN(Cc3cccc(-n4cccn4)c3)CC2CCO)cc1 (stereo unspecified)	-16%
O=C(COC(=O)CNC(=O)c1ccc(Cl)cc1)Nc1ccc(Cl)cc1C(F)(F)F	10%
Cc1ccc(-n2ncc3c(NNC(=O)Cc4ccccc4)ncnc32)cc1	0%
Cc1ccc2c(c1)C(O)(c1c(C)[nH]c3ccccc13)C(=O)N2 (stereo unspecified)	-13%[57.5 µM]
Cc1ccccc1Cn1nnc(-c2ccc3c(c2)OCO3)n1	8%
CCC[C@@H]1C[C@@]1(CCC)[C@@H](NP(=O)(c1ccccc1)c1ccccc1)c1ccc(C(=O)OC)cc1	?
CSc1ccc(C2c3[nH]c4ccccc4c3CCN2C(=O)c2ccnn2C)cc1 (stereo unspecified)	-6%
Cc1nn2c(N3CCN(C)CC3)c3c(nc2c1-c1ccccc1)CCCC3	0%[57.5 µM]
CC(=O)c1cccc(NC(=S)NC(=O)Cc2ccccc2)c1	-1%
O=C1N/C(=C/c2ccsc2)C(=O)N1c1ccccc1	-6%
NNC(=O)c1ccc(Oc2cc(Cl)cc(Cl)c2)o1	-7%[57.5 µM]
CC1=CC(C)(C)Nc2ccc(Cc3ccc4c(c3)C(C)=CC(C)(C)N4)cc21	?
Cc1ccn2c(C(=O)NN=C3CCCCCCC3)c(C)nc2c1	-11%
COc1ccccc1CC(=O)Nc1cccc(C(=O)Nc2nccs2)c1	9%[57.5 µM]
The list goes on:
SMILES	ERK EGF block
Cc1nnsc1-c1nnc(SCC(=O)c2ccc(F)cc2)n1C1CC1	-10%[57.5 µM]
O=C(O)C1(P(=O)(c2ccc(Cl)cc2)c2ccc(Cl)cc2)CC1	-6%
CC(C)C[C@H](NC(=O)N1CCCCCC1)C(=O)O	2%[57.5 µM]
COc1ccc(NC(=O)C2C3C=CC(C3)C2C(=O)O)cc1 (stereo unspecified)	-3%[57.5 µM]
CCN(CC)S(=O)(=O)c1ccc(N(C)C)c(NC(=O)C2CCCC2)c1	2%[57.5 µM]
CC1(C)O[C@H]2C[C@@H]3[C@H]4CCC5=CC(=O)CC[C@@]5(C)[C@]4(F)[C@@H](O)C[C@@]3(C)[C@@]2(C(=O)CCl)O1	-3%[25.7 µM]
CCN(CC)S(=O)(=O)c1ccc(N2CCCC2)c(C(=O)OCC(=O)N2CCCC2)c1	-1%
O=C(O)c1ccc(NS(=O)(=O)c2ccsc2C(=O)O)c(O)c1	-6%
O=C(Nc1ccc(Cl)cc1C(=O)O)c1ccc2c(c1)C(=O)N(Cc1ccco1)C2=O	-6%
CCOC(=O)Cc1csc(NC(=S)NC(=O)c2ccccc2Br)n1	4%
C=C(C)Cn1c(SCC(=O)N/N=C/c2ccccc2OCC(=O)O)nnc1-c1ccc(Br)cc1	4%[57.5 µM]
CCc1cccc2c(/C=N/NC(=O)c3cccc(S(=O)(=O)Nc4ccccc4Cl)c3)c[nH]c12	0%
Cc1ccn2c(NC(C)(C)C)c(-c3cccs3)nc2c1	4%
C[C@@H]1CCC[C@H](C)N1	6%[25.7 µM]
Cc1cc(SCC(=O)N(C)CC(=O)Nc2ccc(F)cc2)nc2ccccc12	2%
COC(=O)c1sc(S(=O)(=O)NC(C)C(=O)O)c(C(=O)OC)c1C (stereo unspecified)	-1%
COC(=O)c1ccc(-c2n[nH]c(=O)c3ccccc23)cc1	7%
CCOc1ccc(NS(=O)(=O)c2ccc(NC(=O)c3cccnc3)c(OC)c2)cc1	-2%
CCOC(=O)N1c2ccccc2Sc2ccccc21	6%
CCOC(=O)Cc1csc(NC(=O)COc2ccc(C)c(C)c2)n1	-5%
Cc1ccc2c(CSc3nncn3C)cc(=O)oc2c1C	5%
O=C(Nc1ccc(Cc2ccncc2)cc1)c1cccc([N+](=O)[O-])c1	4%
CCCNC(=O)C(=O)N/N=C/c1ccc(OCc2ccccc2)cc1	-8%
Nc1cccc(-c2nc3ccccc3[nH]2)c1	-2%
COC(=O)N1[C@H](C)C=C[C@]1(Cc1ccccc1)C(=O)NCCCNc1ncc(C(F)(F)F)cc1Cl	1%
Remaining list, next part.
SMILES	ERK EGF block
Cc1ccc(NC(=O)CCC(=O)OCC(=O)c2ccc(-c3ccccc3)cc2)cc1	2%[57.5 µM]
O=C(Cc1cccs1)Nc1ccccc1-c1nc2ccccc2[nH]1	-9%[57.5 µM]
COC(=O)c1ccc(Cn2cnc3c(cnn3-c3ccc(C)c(C)c3)c2=O)o1	-3%
CCOCCCNC(=O)c1ccc(N2CCOCC2)c(NS(=O)(=O)c2ccc(OC)cc2)c1	32%
CCCCCCCCCc1ccc(OCCOCCOCCOCCOCCOCCOCCOCCOCCO)cc1	30%[activator]
C=CCC(O)(/C=C/c1ccccc1)c1ccccc1 (stereo unspecified)	-2%
CNC(=S)N(CCc1c(C)[nH]c2ccc(OC)cc12)Cc1cc(OC)c(OC)c(OC)c1	-14%
COCCCNC(=S)Nc1cccc2ncccc12	-2%
O=C(c1ccc([N+](=O)[O-])cc1[N+](=O)[O-])n1cnc2ccccc21	1%
N#Cc1ccc(N2CCN(c3ccc(F)cc3)CC2)cc1	-6%
COC(=O)c1nn(-c2cccc(C)c2)c2nnc(Cc3ccccc3)c(=O)n12	3%
CCCNC(=O)COc1nc2ccccc2nc1N1CCOCC1	12%
CC1CCc2sc(C(=O)OC(C)C(=O)Nc3ncc(Cl)cc3Cl)cc2C1 (stereo unspecified)	9%
COc1ccc(Cl)cc1S(=O)(=O)Oc1ccc(NC(C)=O)cc1	18%
CCCCNC(=S)Nc1ccc(-c2nc3ccc(C)cc3s2)cc1	2%
CCCCC(CC)C(=O)Nc1ccc(Nc2ccccc2)cc1 (stereo unspecified)	?
Cn1ncc2c(Nc3ccc([N+](=O)[O-])cc3)nc(Cl)nc21	0%[57.5 µM]
C/C=C/c1cc(CN2CCN(c3ccccc3)CC2)c(O)c(OC)c1	?
Cc1ccc(-c2cc(C(F)(F)F)c(C#N)c(=O)[nH]2)cc1	1%
O=C(NCC(c1ccco1)N1CCN(c2ccccc2)CC1)OCc1ccccc1 (stereo unspecified)	?
Cc1c(O)ccc(/C=N/Nc2nc(-c3cccnc3)nc3ccccc23)c1O	3%[57.5 µM]
CCN(CC)c1ccc(/C=C/c2cc(-c3ccccc3)c3ccccc3n2)cc1	?
CC/C(=N\NC(=O)COc1ccc(Br)cc1)c1ccc(OC)c(OC)c1	1%
CC(=O)Nc1ccccc1C(=O)C(=O)Nc1cccc(C(=O)NCc2ccc(C)cc2)c1	2%
CC(=O)Cn1nnc2sc(-c3ccccc3)cc2c1=O	-9%
Further records follow.
SMILES	ERK EGF block
Cc1ccccc1OCC(O)CN1CCN(C)CC1 (stereo unspecified)	0%[57.5 µM]
CCOC(=O)c1ccc(-c2ccc(C=O)o2)cc1	8%[57.5 µM]
CCCCN(C(=O)c1ccc(Cl)cc1)C1CC2CCC(C1)N2C (stereo unspecified)	-5%
Cc1ccc(-c2nc(C=Nc3cccc(C)c3)c(O)o2)cc1	-5%
COc1ccc2cc(C3CC(c4cccs4)=NN3C(C)=O)c(Cl)nc2c1 (stereo unspecified)	-10%[57.5 µM]
CC(=O)N1CCC2(CCN(Cc3nccs3)CC2)CC1	7%
CN(Cc1ccc(F)cc1)Cc1nc(CCc2ccccc2)no1	-3%
CSc1nnc(C)c(=O)n1COC(=O)c1cc(Cl)ccc1[N+](=O)[O-]	2%
CCCC(=O)Nc1sc2c(c1C(=O)OCC)CC(C)(C)OC2	-9%
N#C/C(=N\Nc1ccccc1[N+](=O)[O-])C(=N)N1CCCCC1	6%
c1ccc(CNc2ccnc(-c3ccoc3)n2)cc1	13%
Cc1cc(/C=N/N2CCN(C)CC2)c(C)n1-c1ccccc1F	-6%
CCOC(=O)/C=C/CCC/C=C/C(=O)c1ccccc1	-7%
CN1C(C(=O)NCc2ccc(OC(F)(F)F)cc2)CC2Cn3c(nc4cc(Cl)c(Cl)cc43)C21 (stereo unspecified)	-15%[57.5 µM]
Cc1cccc(N2CCN(C(=O)/C=C/c3cccs3)CC2C)c1 (stereo unspecified)	4%
Clc1ncccc1-c1nnn(-c2ccccc2)n1	2%[57.5 µM]
O=C(/C=C/c1cccs1)Nc1ccc(N2CCOCC2)c(S(=O)(=O)Nc2ccccc2Cl)c1	6%
N=C1/C(=C/c2cccn2-c2ccc([N+](=O)[O-])cc2)C(=O)N=C2SC=CN12	13%
COc1ccc2c(CC(=O)NCC3CCC(C(=O)O)CC3)cc(=O)oc2c1 (stereo unspecified)	-9%[57.5 µM]
Cc1nc(-c2cccs2)sc1C(=O)NN	2%[57.5 µM]
COc1ccc(-c2nc3c(n2O)CCc2c-3no[n+]2[O-])cc1	-4%[57.5 µM]
COC(=O)CC1C(C(=O)OC)ON2OC(C(=O)OC)C(C(=O)OC)C12 (stereo unspecified)	9%
COCCn1c(SCC(=O)Nc2cc(C)nn2-c2ccccc2)nnc1-c1ccncc1	4%
CN(C)S(=O)(=O)c1cccc(NC(=S)N/N=C/c2cccc(O)c2)c1	-17%
O=C(CCc1nnc(-c2ccccc2)o1)NCC1CCN(C2CCCC2)CC1	-2%[57.5 µM]

Screening results: PubChem BioAssay, National Center for Advancing Translational Sciences (NCATS)

Only part of the results is shown. The share of hits here may be higher or lower than overall.
